mABHD4 FP: inhibits mouse alpha/beta hydrolase domain 4; inhibition, % at 8.92 µM; purified mABHD4, FP-Rh probe fluorescence polarization; actives 0.54% (n = 370,000); Q8VD66;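 active = inhibition exceeding the mean over every tested compound plus 3 SD, cut at about 30% in these data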;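 also: 0% = plate median of compound wells and 100% = S159A mutant with DMSO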
Target sequence (Q8VD66 whole entry, looked up, the tested form may be a part): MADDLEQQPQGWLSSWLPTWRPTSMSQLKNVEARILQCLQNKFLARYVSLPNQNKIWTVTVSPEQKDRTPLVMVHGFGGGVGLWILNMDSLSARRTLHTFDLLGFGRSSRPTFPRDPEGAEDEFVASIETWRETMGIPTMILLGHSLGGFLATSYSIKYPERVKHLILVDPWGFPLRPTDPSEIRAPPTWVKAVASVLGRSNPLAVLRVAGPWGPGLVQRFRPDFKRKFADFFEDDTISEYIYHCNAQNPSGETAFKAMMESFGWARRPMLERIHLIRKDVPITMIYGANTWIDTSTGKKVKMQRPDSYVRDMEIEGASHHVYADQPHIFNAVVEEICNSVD
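Assay system: mouse ABHD4 enzyme, wild type / Also added: fluorescent activity-based probe FP-Rh / Doses: single nominal dose of 8.92 µM, 0.89% DMSO final / Timing: 45 min compound pre-incubation plus 60 min probe step, 25 °C / Signal: FP readout, ex 525 nm / em 598 nm / Control set: S159A mutant/DMSO as 100%, compound-well median as 0%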
SIAE primary: inhibitors of human sialic acid acetylesterase SIAE | Q9HAT2 | SIAE FP-Rh probe binding, fluorescence polarization | inhibition, % at 9.66 µM | actives 0.69% (n = 370,000);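 active = inhibition above a cutoff: mean of compounds within the control limits plus 3 SD of those, cut at about 17% in these data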;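 also: 0% = plate median of compound wells and 100% = probe without SIAE protein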
HTRA1 inhibitor: HTRA1 (human) protease inhibition | inhibition, % at 5.96 µM | recombinant HTRA1, FP-rhodamine activity-based probe, fluorescence polarization | actives 0.5% (n = 340,000) | Q92743; in the data active = inhibition above about 36%;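 also: 0% = enzyme with DMSO and 100% = wells lacking enzyme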
DDE Tn7 FP inh: disrupts Tn7 cyclic peptide binding to fibrin D-Dimer-E complex; P02675; FP displacement of FITC-Tn7 peptide from fibrin DD(E); 0% = median of compound wells per plate; inhibition, % at 8.3 µM; actives 0.13% (n = 370,000); AID 720508;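 active = inhibition above the mean of compounds falling within the control limits plus 3 SD of them, cut at about 14% in these data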;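 also: 0% = plate median of compound wells and 100% = 10 µM Aha-Tn7 peptide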
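System: human fibrin DD(E); quantity: Fibrin-DD(E) at 2 µM final; also added: fluorescent Tn7 probe at 0.1 µM; compound dosing: single nominal test concentration of 8.3 µM per compound; schedule: 10 min preincubation, 3 h with tracer, room temperature; detection: fluorescence polarization of the labelled Tn7 tracer; repeats: one replicate per compound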
LEDGF integ inh: blocks HIV-1 LEDGF/p75-dependent DNA integration; AID 743269; TR-FRET IN-LEDGF/p75 DNA integration, Eu/Cy5; inhibition, % at 3.7 µM; actives 0.64% (n = 370,000);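 active = inhibition above the screen-wide mean plus 3 SD, cut at about 13% in these data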;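 also: signal is the Cy5 over europium emission ratio at 671 and 618 nm; 0% = plate median of compound wells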
PRMT1 FP inh: blocks human protein arginine methyltransferase 1. recombinant PRMT1, activity-based probe fluorescence polarization. inhibition, % at 2.79 µM. actives 1.3% (n = 370,000);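 active = inhibition above about 21% made by adding two undisclosed values, limit read from the data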
Target sequence (Q99873 whole entry, looked up): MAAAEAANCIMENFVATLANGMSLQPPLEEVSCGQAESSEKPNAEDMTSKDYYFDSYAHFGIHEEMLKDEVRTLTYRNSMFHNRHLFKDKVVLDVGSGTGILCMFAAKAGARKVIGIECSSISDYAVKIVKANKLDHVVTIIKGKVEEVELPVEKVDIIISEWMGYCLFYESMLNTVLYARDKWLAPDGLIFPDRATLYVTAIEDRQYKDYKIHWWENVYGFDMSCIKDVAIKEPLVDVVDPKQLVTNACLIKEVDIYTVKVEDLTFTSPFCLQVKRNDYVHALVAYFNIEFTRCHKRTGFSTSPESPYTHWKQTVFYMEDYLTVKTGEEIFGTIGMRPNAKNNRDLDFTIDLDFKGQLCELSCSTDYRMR
TCR CD3 inh: blocks the human TCR-CD3 interaction; TAMRA-labeled TCR probe fluorescence, biochemical; inhibition, % at 9.4 µM; actives 0.37% (n = 360,000); AID 651800; in the data active = inhibition above about 19%;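 also: recombinant mutant TCR 2C K166C tagged with TAMRA read by polarization; 0% = receptor in buffer alone and 100% = receptor with positive control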
PG9 binder: small molecules binding HIV-1 gp120 antibody PG9 | AID 624416 | TR-FRET gp120-PG9 antibody binding | inhibition, % at 6.7 µM | actives 0.43% (n = 360,000); in the data active = inhibition above about 8.5%
UHRF1 MBD2 ctr: blocks human UHRF1 binding to methylated DNA; UHRF1 binding to methylated oligo, TR-FRET; inhibition, % at 4.4 µM; actives 0.75% (n = 370,000); AID 687016; in the data active = inhibition above about 21%;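 also: UHRF1 SRA domain binding a hemimethylated CpG hairpin DNA probe; 0% = median of test compound wells and 100% = reference inhibitor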
TDP2 absorb: blocks human TDP2 phosphodiesterase activity; inhibition, % at 12.8 µM; AID 720702; actives 0.34% (n = 370,000); O95551; recombinant TDP2, T5PNP hydrolysis, p-nitrophenol absorbance 415 nm;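 active = inhibition above the mean of all tested compounds plus 3 SD, set per campaign, cut at about 25% in these data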;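 also: 0% = DMSO with enzyme and 100% = buffer with substrate but no TDP2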
Target sequence (O95551 whole entry, looked up): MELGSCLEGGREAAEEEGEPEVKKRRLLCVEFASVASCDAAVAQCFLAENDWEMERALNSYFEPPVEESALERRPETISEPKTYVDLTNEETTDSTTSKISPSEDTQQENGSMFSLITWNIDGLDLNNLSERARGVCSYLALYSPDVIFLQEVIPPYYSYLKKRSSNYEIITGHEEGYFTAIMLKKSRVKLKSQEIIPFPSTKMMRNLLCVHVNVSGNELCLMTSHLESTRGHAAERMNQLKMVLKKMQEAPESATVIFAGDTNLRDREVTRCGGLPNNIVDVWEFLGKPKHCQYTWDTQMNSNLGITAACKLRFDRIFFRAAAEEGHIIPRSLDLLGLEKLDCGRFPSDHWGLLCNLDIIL
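Material: recombinant human TDP2; quantity: TDP2 enzyme at 120 nM final; medium: Tris-HCl pH 7.5 with MgCl2; compound: single concentration, 12.8 µM nominal, with 1% DMSO; incubation: 2 h enzyme incubation at 37 °C; signal: epi absorbance; measure: percent inhibition; benchmarks: high control without enzyme, low control DMSO plus TDP2; repeats: singlicate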
An asterisk follows results filed as active; . = not tested or not shown.

SMILES	mABHD4 FP	SIAE primary	HTRA1 inhibitor	DDE Tn7 FP inh	LEDGF integ inh	PRMT1 FP inh	TCR CD3 inh	PG9 binder	UHRF1 MBD2 ctr	TDP2 absorb
CCOCCCNCC(=O)Nc1ccc(S(=O)(=O)NC(C)CC)cc1 (centres undefined)	9.9	-0.8	3.7	3.7	-3.1	-0.5	8.3	-1.0	-2.7	6.3
Cc1ccc(Cl)cc1N1CCN(C(=O)c2ccc3c(c2)CCN3S(C)(=O)=O)CC1	2.0	-2.6	-12.9	0.7	0.5	1.4	6.8	3.3	-1.3	-11.8
Cc1ccc(CNC(=O)CCS(=O)(=O)c2cccc3nsnc23)cc1	2.1	-2.5	10.9	5.2	-0.3	1.9	-4.0	-1.9	5.3	0.2
CCC(=NNS(=O)(=O)c1ccc(C)cc1)c1ccccc1	-1.6	1.7	-2.2	-0.3	2.4	4.3	3.2	-0.3	-0.7	-6.1
COC(=O)Cc1csc(NC(=O)CSc2nnc3ccccn23)n1	0.5	-2.8	2.7	-9.9	3.1	-3.6	1.1	-2.5	-0.8	-4.7
Cc1cc(NC(=O)Cc2csc(-c3ccccc3)n2)ccc1Br	-4.5	3.5	-11.6	-0.1	1.9	0.6	2.2	-1.4	-0.7	-2.1
Cc1cc(C(F)(F)F)cc(NNC(=O)NC(=O)c2ccccc2Cl)n1	6.0	5.8	.	-1.7	-0.4	1.6	4.5	1.0	2.1	-7.5
O=C(NCC1CCN(Cc2cccc(Cl)c2)CC1)Nc1ccc(Cl)cc1	1.3	2.0	-8.5	1.9	-3.5	-2.0	-2.0	-2.8	1.2	-10.4
O=C(NCCc1nnc2ccc(NCCCN3CCOCC3)nn12)c1ccccc1	2.2	2.3	5.0	-5.7	0.9	-3.4	-7.8	-2.0	-2.0	13.2
CC(C)c1ccc(NC(=O)C(c2ccccc2)N(C)C(=O)c2cnccn2)cc1 (centres undefined)	3.9	6.7	2.0	1.4	0.1	-0.7	6.7	-0.1	-0.7	8.4

Four compounds from above, limited to LEDGF integ inh and PRMT1 FP inh.
| SMILES | LEDGF integ inh | PRMT1 FP inh |
| --- | --- | --- |
| Cc1ccc(Cl)cc1N1CCN(C(=O)c2ccc3c(c2)CCN3S(C)(=O)=O)CC1 | 0.5 | 1.4 |
| Cc1ccc(CNC(=O)CCS(=O)(=O)c2cccc3nsnc23)cc1 | -0.3 | 1.9 |
| CCC(=NNS(=O)(=O)c1ccc(C)cc1)c1ccccc1 | 2.4 | 4.3 |
| COC(=O)Cc1csc(NC(=O)CSc2nnc3ccccn23)n1 | 3.1 | -3.6 |

Next part:
SMILES	mABHD4 FP	SIAE primary	HTRA1 inhibitor	DDE Tn7 FP inh	LEDGF integ inh	PRMT1 FP inh	TCR CD3 inh	PG9 binder	UHRF1 MBD2 ctr	TDP2 absorb
N#Cc1ccc[n+](CC(=O)c2ccc(NC(=O)c3ccccc3)cc2)c1	-9.3	-9.6	-33.6	-7.8	2.9	2.0	1.1	-3.6	0.4	-1.5
COc1ccc(-n2c(SCC(=O)Nc3ccc(Oc4ccccc4)cc3)nnc2-c2ccc(C)cc2)cc1	2.6	6.3	.	2.2	0.1	2.1	.	.	0.9	1.1
CCOc1ccc(CNC(=O)Cn2c(=O)c3cccn3c3ccccc32)cc1	0.9	-5.7	3.1	-1.5	-5.4	2.5	-6.0	0.5	4.9	-10.5
NC(N)=NCCCc1cn(CC(=O)N2CCNCC2)nn1	-3.4	-2.0	2.5	0.2	3.1	-0.3	-0.4	-0.2	5.1	-0.9
COCCOC1CCN(C(=O)C2CCC(=O)N(CCc3ccccc3)C2)CC1 (centres undefined)	5.2	2.1	2.0	-5.5	3.0	-1.8	1.0	0.1	0.6	-9.0
COc1ccc(NC(=O)N(C)C[C@H]2OCCCC[C@@H](C)Oc3ccc(NC(=O)c4ccccc4)cc3C(=O)N([C@H](C)CO)C[C@@H]2C)cc1	-21.4	-2.0	-17.2	1.4	-6.2	7.7	-5.3	-0.3	3.4	9.4
Cc1ccc(N2C(=O)N(CC(=O)Nc3ccc(F)c(F)c3)C(=O)C2C)cc1 (centres undefined)	2.3	-3.7	-10.6	4.3	1.1	4.6	1.7	0.8	1.9	7.1
COc1ccc(N2CCN(C3CCCN(Cc4cccc(C)c4)C3)CC2)cc1 (centres undefined)	-2.5	2.3	2.2	6.8	2.9	-2.3	-1.9	0.0	0.8	1.9
CC(C)(C)NC(=O)NC(=O)CSc1nnc(COc2ccccc2Cl)o1	-15.3	1.1	-8.4	9.9	2.9	2.8	1.9	3.4	30.9*	-14.2
O=C(CN1CCN(S(=O)(=O)c2ccc(Br)s2)CC1)N1CCc2ccccc21	-2.3	-6.9	-4.3	-2.5	2.9	0.7	5.3	-0.1	-0.8	7.4
CCCCC1=C([O-])C2N=CC=CC2=[N+](c2ccccn2)C1=O (centres undefined)	1.5	-1.5	0.5	-4.9	-2.8	2.6	-1.1	2.8	5.4	4.3
COCCCNC(=O)CC1C[C@H](C(=O)N2CCOCC2)[C@@]2(CCC3CCCC3)c3[nH]c4ccc(OC)cc4c3CCN2C1=O (some centres undefined)	-1.1	-1.3	6.8	-1.8	2.0	-0.8	4.6	0.9	-0.2	5.7
COc1ccc(C)cc1NC(=O)CSc1ccc(Cl)cc1	-11.1	-4.8	-19.4	0.8	-3.0	0.9	1.0	-1.3	-0.6	-4.5
COc1ccc2c(C(=O)CN3CCN(c4ccccc4)CC3)c[nH]c2c1	-2.1	-13.8	-2.8	-1.2	0.5	-3.1	-3.5	1.8	1.8	0.6
CCNC(=S)N1N=C2c3ccccc3CCC2C1c1ccc(F)cc1 (centres undefined)	-5.6	2.7	.	-0.5	-1.2	-0.9	-0.8	-0.6	0.3	-1.7
CC(C)(CNS(=O)(=O)c1ccc(F)cc1)CNS(=O)(=O)c1ccc(F)cc1	-0.1	-9.1	-14.2	-10.4	-1.0	0.6	6.3	-1.7	-3.0	3.0
COc1ccc(-c2cc(C(=O)NC(Cc3c[nH]c4ccccc34)C(=O)O)c(C)o2)cc1OC (centres undefined)	13.2	17.2*	1.7	2.5	1.7	6.1	4.4	-0.7	2.4	8.6
CCOc1ccccc1NC(=O)C1CCCN1C(=O)c1cccs1 (centres undefined)	3.8	-4.8	-1.2	1.4	6.3	-1.4	-6.7	-2.7	3.6	-17.3
COc1ccc(CNCCC(c2ccc(OC(C)C)cc2)C(C)C)cc1OC (centres undefined)	13.2	0.7	-5.3	-5.8	-2.2	-2.3	-1.1	-0.3	-1.0	-3.7
Cc1cc2c(cc1C)NC(c1cccnc1)C1=C(CC(C)(C)CC1=O)N2 (centres undefined)	-6.0	3.5	1.6	1.0	1.6	-1.4	-3.3	-2.5	1.5	-0.6

Entries listed so far printed as active in UHRF1 MBD2 ctr.
SMILES	mABHD4 FP	SIAE primary	HTRA1 inhibitor	DDE Tn7 FP inh	LEDGF integ inh	PRMT1 FP inh	TCR CD3 inh	PG9 binder	UHRF1 MBD2 ctr	TDP2 absorb
CC(C)(C)NC(=O)NC(=O)CSc1nnc(COc2ccccc2Cl)o1	-15.3	1.1	-8.4	9.9	2.9	2.8	1.9	3.4	30.9*	-14.2

Remaining list, next part
SMILES	mABHD4 FP	SIAE primary	HTRA1 inhibitor	DDE Tn7 FP inh	LEDGF integ inh	PRMT1 FP inh	TCR CD3 inh	PG9 binder	UHRF1 MBD2 ctr	TDP2 absorb
CCN1CCN(S(=O)(=O)c2ccc(Cl)c(C(=O)NC(C)c3ccccc3Cl)c2)CC1 (centres undefined)	-3.8	-2.5	-8.1	0.6	3.9	-4.1	-5.5	-2.2	4.1	-13.8
O=C1OC(c2cccs2)=N/C1=C\c1ccc(-c2ccccc2Cl)o1	3.0	-7.7	-12.8	-2.5	4.7	13.1	-10.3	-1.1	-0.6	0.3
C=CS(=O)(=O)c1sc(Cl)c(N2CCOCC2)c1[N+](=O)[O-]	9.6	6.9	1.8	6.0	-2.5	68.1*	0.2	0.8	4.2	4.1
CCn1c(SCC(N)=O)nnc1C(C)C	0.5	-1.9	-2.4	2.5	-0.3	-1.0	-0.5	-2.4	-2.6	2.5
c1ccc2ncc(-n3ccnc3)cc2c1	3.6	2.5	.	5.5	-4.9	-2.7	-0.6	-0.2	0.4	-4.0
COc1ccc(OCC(=O)NCc2nc(-c3ccccc3)no2)cc1	7.5	-10.4	-28.8	6.1	1.4	-0.5	0.5	-2.0	-1.0	6.0
CC1(C)CC(NS(=O)(=O)c2ccc(C(C)(C)C)cc2)CC(C)(C)N1	-5.7	-2.4	4.2	5.1	2.7	1.5	-4.4	3.9	4.6	1.0
CC(C)[C@H](NC(N)=O)C(=O)Nc1cccc(S(=O)(=O)N2CCOCC2)c1	-0.4	4.6	-3.3	-5.7	5.0	-1.2	-0.9	-2.7	-1.0	2.3
O=C(O)C(Sc1ccncn1)c1ccccc1 (centres undefined)	-3.5	4.2	1.2	4.2	1.7	-3.2	6.3	-1.2	0.0	5.6
CC1CCCN(CC(O)COc2ccc(-c3ccccc3)cc2)C1 (centres undefined)	5.0	-4.8	3.5	-4.5	-2.8	2.9	-2.8	-0.5	-0.9	-6.4
CCOc1ccc(OCC(=O)N2CCOCC2)cc1	1.5	3.4	-0.5	1.8	-1.0	2.9	-4.6	1.0	-0.5	-0.5
Cc1cc(C(=O)CSc2nnnn2C)c(C)n1-c1cccc(F)c1	-1.0	0.2	-0.2	0.4	-1.2	0.3	-0.9	-0.1	-0.9	6.2
Cc1cccc(NC(=O)c2ccc(S(=O)(=O)N3CC(C)OC(C)C3)cc2)n1 (centres undefined)	-1.3	1.5	-4.7	1.0	-6.2	3.4	-1.3	-1.1	1.9	-6.5
COc1cccc(CNC(=O)CCC2CCCN(C(=O)c3cccnc3SC)C2)c1 (centres undefined)	6.8	-2.6	-1.6	1.6	-2.9	-2.9	-0.5	-0.1	-1.7	4.4
Cc1ccc(-c2nc3c(c(SCC(=O)N4CCOCC4)n2)COC(C)(C)C3)cc1	6.2	6.6	-5.8	7.1	-0.9	-1.2	1.8	0.4	-3.8	-11.9
Nc1ccn([C@@H]2O[C@H](C(=O)N[C@H](CO)c3ccccc3)[C@@H](O)[C@H]2O)c(=O)n1	1.5	1.9	.	-1.0	-2.0	2.0	-6.0	0.7	-1.3	0.0
CC(=O)c1ccc(NC(=O)C[n+]2ccc(N(C)C)cc2)cc1	7.1	-0.2	3.9	0.6	-4.4	0.6	-0.1	0.6	0.3	3.8

This is a random part of the collection. About 4.2% of those tested had a hit in this group.
